DAX1 inh-1: DAX1 (NR0B1) inhibitors, primary screen, cell-based, HEK293, Gal4-DAX1, luciferase luminescence; Nuclear receptor subfamily 0 group B member 1 (Homo sapiens), P51843; HEK293 Gal4-DAX1 luciferase reporter; inhibition, % at 6.75 µM; hit rate 0.99% among 340,000; AID 504766, 2011;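 active = inhibition above the mean over all tested compounds plus 3 SD, cut at about 4.2% in these data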;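 also: 0% = DAX1-transfected cells with DMSO and 100% = empty-vector control cells with DMSO; inhibition shows as a rise in luminescence from relieved DAX1 repression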
GC-B act: human GC-B receptor activators, primary screen, HEK293 GC-B cells, cGMP TR-FRET, EC30 CNP; Atrial natriuretic peptide receptor 2 (Homo sapiens), P20594; 0% at EC30 CNP, 100% saturating CNP; activation, % at 10 µM; hit rate 0.11% among 370,000;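 active = activation at 10 µM reaching about 35% in either raw or pattern-adjusted values, limit read from the data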
ADAM10 inh: human ADAM10 inhibitors, primary screen, biochemical, QFRET, HTS. inhibition, % at 7 µM. hit rate 0.62% among 370,000. Disintegrin and metalloproteinase domain-containing protein 10 (Homo sapiens), O14672. recombinant ADAM10, EDANS/DABCYL FRET peptide cleavage, 3 h;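 active = inhibition above a per-campaign cutoff equal to the mean of compounds falling between control-based bounds plus 3 SD, cut at about 20% in these data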;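 also: 0% = DMSO wells while the 100% control is not disclosed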
SMARCA2 act: SMARCA2 (BRM) function activators, primary screen, cell-based, luminescence, high throughput; hit rate 1% among 370,000; MG213 cells, MMTV-luciferase reporter, dexamethasone, overnight; activation, % at 9.1 µM; in the data active = activation above about 7.8%;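 also: 0% = vehicle wells and 100% = reference activator wells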
NPR1 activator: GC-A stimulated cGMP production enhancers – HEK293 GC-A cells, cGMP TR-FRET, EC30 ANP, primary screen | Atrial natriuretic peptide receptor 1 (Homo sapiens), P16066 | 0% at EC30 ANP, 100% saturating ANP | activation, % at 10 µM | hit rate 0.14% among 370,000; in the data active = activation above about 40%
Target sequence (P16066 whole entry, looked up): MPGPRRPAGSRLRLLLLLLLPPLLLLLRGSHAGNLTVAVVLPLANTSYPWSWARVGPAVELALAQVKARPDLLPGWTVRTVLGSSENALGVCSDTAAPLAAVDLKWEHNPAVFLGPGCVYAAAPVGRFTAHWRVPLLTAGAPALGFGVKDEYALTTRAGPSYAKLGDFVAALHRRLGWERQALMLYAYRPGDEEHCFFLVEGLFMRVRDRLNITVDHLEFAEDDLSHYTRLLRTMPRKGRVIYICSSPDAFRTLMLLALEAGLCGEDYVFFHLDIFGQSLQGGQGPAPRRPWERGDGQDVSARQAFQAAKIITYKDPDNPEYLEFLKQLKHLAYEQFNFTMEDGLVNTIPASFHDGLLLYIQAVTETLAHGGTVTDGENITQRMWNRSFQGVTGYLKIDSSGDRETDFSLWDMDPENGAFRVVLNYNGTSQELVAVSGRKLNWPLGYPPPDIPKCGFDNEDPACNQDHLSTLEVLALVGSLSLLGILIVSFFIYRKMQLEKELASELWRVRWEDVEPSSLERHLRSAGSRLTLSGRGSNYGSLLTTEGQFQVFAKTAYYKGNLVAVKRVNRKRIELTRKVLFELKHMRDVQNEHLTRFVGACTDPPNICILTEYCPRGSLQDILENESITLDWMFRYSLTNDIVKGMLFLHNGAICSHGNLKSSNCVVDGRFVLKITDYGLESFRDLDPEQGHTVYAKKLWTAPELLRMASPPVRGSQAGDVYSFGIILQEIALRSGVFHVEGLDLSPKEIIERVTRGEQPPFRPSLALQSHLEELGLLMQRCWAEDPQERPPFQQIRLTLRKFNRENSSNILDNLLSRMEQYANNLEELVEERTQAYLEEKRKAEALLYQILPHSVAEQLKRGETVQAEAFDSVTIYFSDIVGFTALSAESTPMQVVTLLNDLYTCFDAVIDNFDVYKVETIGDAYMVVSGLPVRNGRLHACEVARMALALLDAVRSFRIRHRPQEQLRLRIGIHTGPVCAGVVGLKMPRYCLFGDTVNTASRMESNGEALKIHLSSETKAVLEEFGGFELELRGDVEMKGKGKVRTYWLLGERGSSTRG
hcDAF-12 act: H. contortus DAF-12 nuclear receptor activators, primary screen, cell-based, luminescence, HEK293, lit1-tk-luc reporter. activation, % at 6.8 µM. hit rate 1.4% among 370,000. HEK293 hcDAF-12 lit1-tk-luc reporter; 0% DMSO, 100% Δ7-dafachronic acid;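 active = activation above the mean of all tested compounds plus 3 SD, cut at about 5.5% in these data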;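 also: 100% = response to 3 µM Δ7-dafachronic acid high control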
hgDAF-12 ag: H. glycines DAF-12 receptor agonists, primary screen, cell-based, luminescence, HEK293, GAL4 fusion, UAS-luciferase; AID 687014, 2013; HEK293 GAL4-hgDAF12 UAS-luciferase reporter, agonist luminescence; normalized to butyrate control; activation, % at 6.8 µM; hit rate 1.8% among 370,000;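 active = activation above a cutoff set at the mean of all screened compounds plus 3 SD, cut at about 10% in these data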;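 also: 0% = DMSO wells and 100% = sodium butyrate wells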
FXN GAA850 act: FXN promoter activators, primary screen, cell-based, luciferase luminescence, HEK293 lucGAA850. activation, % at 6 µM. HEK293 lucGAA850 FXN promoter luciferase reporter, 24 h; percent of 10 µM SAHA response. hit rate 0.56% among 360,000;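 active = activation above the average of all compounds screened plus 3 SD, cutoff fixed separately per campaign, cut at about 7.5% in these data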;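 also: 0% = DMSO wells and 100% = 10 µM SAHA wells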
DAX1 inh-2: DAX1 (NR0B1) inhibitors on StAR promoter, primary screen, cell-based, luminescence, SF-1 (NR5A1), full-length DAX-1. HEK293T StAR-luciferase reporter, SF-1/DAX-1 repression relief. AID 652010, 2013. inhibition, % at 6.8 µM. hit rate 1.1% among 370,000;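 active = inhibition above the mean over all tested compounds plus 3 SD, cut at about 3.6% in these data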;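 also: 0% = DAX-1 cells with DMSO and 100% = cells lacking DAX-1 with DMSO; higher inhibition means more luminescence from relief of DAX-1 repression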
HGIII-sPLA2 inh: human group III sPLA2 inhibitors, primary screen, biochemical, QFRET, BODIPY PC-A2 liposome substrate; AID 743126, 2013; hit rate 0.56% among 370,000; inhibition, % at 12.2 µM; QFRET BODIPY PC-A2 liposome hydrolysis, fluorescence;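 active = inhibition above mean plus 3 SD of compounds lying within the high and low control bounds, cut at about 19% in these data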;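 also: 0% = median of test compound wells and 100% = no enzyme DMSO wells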
ssDAF12 agonist: S. stercoralis DAF-12 nuclear receptor activators, primary screen, cell-based, luminescence, HEK293, GRIP1 co-expression, lit1-tk-luc. Nuclear hormone receptor DAF-12 (Strongyloides stercoralis). HEK293 ssDAF-12/GRIP1 lit1-tk-luc reporter; % of 3 µM dafachronic acid response. activation, % at 6.8 µM. hit rate 1% among 370,000. AID 652126, 2013;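 active = activation above the mean over all tested compounds plus 3 SD, cut at about 0.9% in these data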;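 also: 0% = DMSO-only wells and 100% = 3 µM delta7-dafachronic acid wells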
* marks the source's active call; other numbers are inactive results; i = inactive; · = not tested or not shown.

SMILES | DAX1 inh-1 | GC-B act | ADAM10 inh | SMARCA2 act | NPR1 activator | hcDAF-12 act | hgDAF-12 ag | FXN GAA850 act | DAX1 inh-2 | HGIII-sPLA2 inh | ssDAF12 agonist
COc1ccc(Br)cc1/C=N/NC(=O)c1ccc(OC)c(OC)c1 | 0.2 | -5 | 3 | -3 | 1 | -0.6 | -0.9 | 1.2 | 0.3 | 5 | -1.6
CCNc1sc(C(=O)c2cccs2)c(N)c1-c1nc2ccccc2s1 | 2.3 | -9 | 6 | -2 | 1 | 3.4 | 9.3 | 2.1 | 0.1 | 16 | 0.3
CCN(CC)C(=O)C1=C(C)N(Cc2ccc(F)cc2)C(=O)C(CC(=O)NCc2ccco2)C1 (stereo unspecified) | 0.2 | 1 | 0 | 8.4* | 0 | -0.6 | -5.6 | -1.5 | -0.2 | 1 | -0.7
COc1cccc(NC(=O)CCN2C(=O)c3ccccc3Sc3ncccc32)c1 | 0.3 | -2 | -9 | -1 | -6 | -1.5 | -1.2 | -0.3 | -0.8 | 4 | -1.3
O=C(NC(O)C(=O)c1ccccc1)c1cccs1 (stereo unspecified) | 0.4 | -3 | -10 | -1 | 2 | -1.0 | 0.5 | -2.6 | -0.8 | 2 | -1.1
CCOC(=O)C1CCN(C(=O)c2ccccc2NC(=O)c2ccc(Br)cc2)CC1 | -1.5 | 0 | -5 | 0 | -4 | 0.7 | -2.4 | 2.7 | -0.7 | 0 | -2.1
O=C(Nc1ccc2c(c1)OCCO2)C1c2ccccc2OCC(=O)N1Cc1ccccc1 (stereo unspecified) | · | -7 | 3 | -2 | -1 | -1.1 | 1.2 | · | -0.7 | 2 | -1.1
O=C(c1cc2nc(-c3ccc(Cl)cc3)cc(C(F)(F)F)n2n1)N1CCOCC1 | -0.7 | 10 | 0 | 2 | 10 | -3.3 | -1.1 | -0.8 | 0.3 | 4 | -1.3
CCOC(=O)c1cc2c(=O)n3ccccc3nc2n(C(C)C)c1=NC(=O)c1c(-c2ccccc2Cl)noc1C | 0.2 | 7 | -229 | -4 | 9 | 0.5 | -1.0 | -1.0 | 0.8 | 5 | -1.4
CCOC(=O)[C@@]12CN(C(=O)OC(C)(C)C)CC=C1N(Cc1ccc(OC)cc1)C(=O)[C@H]2CC(=O)NCc1ccc(C)o1 | · | 3 | 7 | -3 | -2 | -2.6 | -1.6 | · | -1.3 | -10 | -1.3
Cc1ccc(Sc2c(C)[nH]n(C(C)(C)C)c2=O)cc1 | 2.9 | 5 | 1 | 3 | -2 | -1.2 | 0.1 | -0.2 | -0.8 | 7 | -1.0
Cc1ccc(NC2c3ncccc3C(=O)N2Cc2ccco2)c(C)c1 (stereo unspecified) | 0.9 | 8 | -2 | 1 | 1 | -0.3 | -1.5 | -0.2 | -0.6 | -2 | -1.1
O=C(O)C1=CC[C@@H](c2ccc(Cl)cc2)N(S(=O)(=O)c2ccc(Cl)cc2)[C@H]1c1ccc(F)cc1 | 0.8 | -3 | 14 | -1 | -2 | -0.6 | 1.1 | 1.4 | -0.8 | -37 | -1.4
CN(C)c1ccc(S(=O)(=O)N2CCC(Cc3ccccc3)CC2)cn1 | 0.2 | 1 | -8 | 2 | 2 | -1.4 | 0.7 | 0.3 | -0.8 | -6 | -0.7
O=C(Nc1ccc2c(c1)OCCO2)c1cccc(Cl)c1Cl | 3.5 | 7 | -1 | 1 | 3 | 3.6 | 12* | 5.0 | 2.1 | 12 | 0.3
O=C(CSc1nc2ncc(Cl)cc2[nH]1)c1c[nH]c2ccccc12 | 2.2 | -8 | -1 | 0 | -7 | 1.7 | -0.4 | 4.9 | 0.2 | -20 | -0.7
CCCC(C(=O)n1nc(C)cc1C)C(NS(=O)(=O)c1ccc(C)cc1)c1ccccc1 (stereo unspecified) | 0.2 | -14 | 6 | 0 | -15 | -2.0 | -0.8 | 0.8 | -0.9 | -3 | -0.8
Cc1n[nH]c(=O)c2c(NC(=O)CSc3c(Cl)cccc3Cl)oc(C)c12 | -0.6 | -2 | -9 | -1 | 0 | 1.3 | -0.7 | 0.7 | -3.3 | -1 | -0.8
Cc1cc(C(=O)CSc2nnc(-c3ccco3)o2)c(C)n1CC1COc2ccccc2O1 (stereo unspecified) | -1.9 | 2 | -3 | -1 | 13 | -1.8 | -0.8 | -0.1 | -0.4 | -12 | -1.6
COc1ccccc1C=Cc1ccnc2ccccc12 | 1.8 | -10 | -8 | -1 | 4 | 1.3 | 1.1 | 4.9 | 0.7 | 6 | -0.9
O=c1cc(CN2CCN(c3cccc(Cl)c3)CC2)c2cc(O)c(-c3ccccc3)cc2o1 | -0.8 | -2 | -2 | 0 | -10 | -1.8 | 0.8 | 2.5 | 0.5 | -11 | -1.0
O=S(=O)(c1ccc2ccccc2c1)N1CCN(S(=O)(=O)N2CCOCC2)CC1 | 0.6 | -1 | -6 | 0 | -7 | -0.4 | 1.2 | 1.8 | -0.3 | 1 | -1.0
Cc1ccc(C)c(OCc2n[nH]c(=S)o2)c1 | 0.7 | -3 | -5 | -6 | -2 | -0.1 | 1.1 | 0.2 | 0.4 | 24* | -1.5
COC(=O)c1ccccc1NC(=O)c1cnc2sccn2c1=O | -0.5 | -4 | 5 | 0 | 5 | -0.1 | 0.6 | -0.1 | 0.8 | 4 | -1.0
O=C(NCc1ccc2c(c1)OCO2)c1ccc2c(c1)OCCO2 | -0.1 | -1 | -7 | 4 | 4 | 0.2 | 4.0 | 1.4 | 0.3 | 3 | -0.5
CC[n+]1c(C)cc(C)n1-c1ccccc1 | 1.4 | 0 | -4 | 0 | -3 | 0.9 | 1.7 | -1.5 | -0.6 | -3 | -0.8
CCC(CC)C(=O)Nc1nnc(S(=O)(=O)N2CCCc3ccccc32)s1 | -1.1 | -13 | -5 | -2 | -8 | 0.6 | 0.8 | -1.1 | -0.3 | -23 | -1.4
O=C(NCc1cccc(Cl)c1)c1ccncc1 | -0.1 | 2 | -3 | 0 | 2 | -1.4 | 0.4 | -2.2 | 0.0 | -3 | -1.4
Cn1c(=O)n(Cc2ccco2)c(=N)c2c3c(sc21)CCCC3 | 1.9 | 3 | 1 | -3 | 25 | 0.9 | -1.8 | -0.5 | -0.3 | 2 | -1.4
COc1ccc(NC(=O)Cn2nnc(C(=O)NCc3cccs3)c2N)cc1OC | 0.7 | 8 | 1 | 1 | -1 | 0.4 | 0.3 | 1.6 | -0.3 | 1 | -1.3
Cn1cccc1/C=N/NC(=O)C(O)c1ccccc1 (stereo unspecified) | 1.2 | 3 | -2 | -2 | 3 | -1.4 | -1.4 | -0.1 | -0.2 | -1 | -1.6
O=C(Nc1ccccc1OC(F)F)c1ccc(Br)o1 | 0.1 | -4 | 7 | 1 | -1 | 1.5 | 3.0 | 1.0 | -0.8 | 3 | -0.9
COc1cccc(NC(=O)c2ccc3c(c2)OCO3)c1 | -0.1 | -6 | -2 | 4 | 1 | 7.1* | 14* | 5.5 | 3.2 | 0 | 2.8*
CCc1cc2c(=O)c(-c3ccc4c(c3)OCCO4)c(C)oc2cc1OS(C)(=O)=O | 0.0 | 2 | -20 | -4 | 8 | -1.6 | 0.8 | 1.7 | -1.6 | -3 | -2.2
COc1ccc(N(Cc2cc3ccccc3[nH]c2=O)S(=O)(=O)c2ccccc2)cc1 | -1.8 | -11 | -25 | -5 | -7 | -0.7 | 0.0 | -0.7 | 0.7 | 4 | -1.8
N#CC1=C(N)SC(N)=C(C#N)C1c1ccnc2ccccc12 | -0.1 | -5 | -112 | 2 | -4 | 2.9 | -0.9 | -1.3 | 0.2 | -26 | -0.2
CNC(=S)NN=C(C)CCCC(C)=NNC(=S)NC | -0.8 | 3 | 3 | 1 | 5 | -0.8 | -1.4 | 6.3 | -0.4 | 2 | -1.2
CC(C)(C)CN1C(N)=NC[C@@H]1c1ccccc1 | 0.9 | -3 | 6 | 0 | 1 | -1.1 | 1.4 | -0.4 | -0.2 | 4 | -1.1
CN1c2ccccc2-c2nc3ccccc3n2C1c1ccccn1 (stereo unspecified) | 0.1 | -12 | i | 0 | -11 | 0.1 | -0.9 | -0.8 | -0.1 | 2 | -0.8
CC(C)(C)c1ccc(C(=O)N2CCN(CCNC(=O)C(=O)Nc3ccc(F)cc3)CC2)cc1 | -1.1 | 3 | 5 | -1 | 2 | -3.3 | -2.2 | -1.1 | -3.7 | -5 | -1.7
c1ccc(CCNc2nnnn2-c2ccccc2)cc1 | -0.4 | 7 | -6 | 0 | -3 | -0.5 | 1.0 | -2.6 | -0.2 | 7 | -1.3
Cc1noc(C)c1CSc1nnc2ccccn12 | 2.2 | 5 | -281 | 0 | 3 | 0.1 | 4.8 | -1.5 | -0.7 | 5 | -1.2
N#CCCCc1cn(-c2cccc(-c3noc4c3C(=O)N(CC(=O)N3CCOCC3)CC4)c2)nn1 | · | 2 | 1 | 0 | 5 | 0.2 | 0.1 | · | -0.7 | 3 | -0.5
CCN(CC)CCN(C)Cc1nc(C(c2ccccc2)c2ccccc2)no1 | 1.2 | -2 | 0 | -1 | -4 | -1.7 | -0.1 | 4.0 | 0.0 | 5 | -1.5
CCOc1cccc2cc(-c3csc(NC(=O)CCC(=O)N4CCC(C)CC4)n3)c(=O)oc12 | 0.5 | 5 | -7 | 6 | 0 | -1.8 | 1.7 | 4.6 | 0.4 | 3 | -1.3
CC(Oc1ccc2c3c(c(=O)oc2c1)CCCC3)C(=O)NC1CC(C)(C)NC(C)(C)C1 (stereo unspecified) | 1.1 | -7 | -210 | -1 | 3 | -1.6 | -0.2 | -0.8 | 0.6 | 8 | -0.7
CC(NC(=O)c1cccs1)C(=O)NC1=NCCS1 (stereo unspecified) | -0.6 | 6 | -7 | -5 | 2 | 0.5 | -1.4 | 2.0 | 0.1 | 10 | -1.5
Cc1ccc(-c2csc(NC(=O)c3cccc(C)c3)c2C(=O)O)cc1 | 0.4 | -1 | -1 | -5 | 7 | 0.3 | -2.4 | -2.1 | -0.2 | 8 | -0.8

Screening data: PubChem BioAssay, several laboratories
